From PubChem BioAssay
NSD2 block: inhibitors of human NSD2, primary screen, biochemical, plate reader, single point; Histone-lysine N-methyltransferase NSD2 (Homo sapiens), O96028; AID 624260, 2012; NSD2-SET H3K36me1 DELFIA fluorescence; inhibition, % at 12.5 µM; actives 0.07% (n = 44,000); in the data active means inhibition above about 54%, passing the limit was not always enough;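 further: inhibitors reduce the monomethyl H3K36 fluorescence signal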
Starred values were filed as active, the others as inactive. A portion of the library. The share of hits here may be higher or lower than overall.

CNC[C@H]1Oc2ccc(NC(=O)NC(C)C)cc2CC(=O)N([C@@H](C)CO)C[C@@H]1C
  NSD2 block: -4
C[C@@H]1CN([C@H](C)CO)C(=O)c2cc(NC(=O)Nc3ccc4c(c3)OCO4)ccc2O[C@@H]1CN(C)S(=O)(=O)c1ccc(F)cc1
  NSD2 block: -5
COCC#Cc1ccc2c(c1)O[C@H](CN(C)Cc1cccnc1)[C@@H](C)CN([C@H](C)CO)S2(=O)=O
  NSD2 block: 4
C[C@@H]1CN([C@H](C)CO)C(=O)Cc2cc(NC(=O)Cc3ccccc3)ccc2O[C@@H]1CN(C)Cc1ccc(C(=O)O)cc1
  NSD2 block: 8
C[C@@H]1CN([C@H](C)CO)C(=O)c2ccccc2-c2ccccc2CO[C@@H]1CN(C)S(=O)(=O)c1ccc(Cl)cc1
  NSD2 block: -5
C[C@@H]1CN([C@H](C)CO)C(=O)c2cc(NS(=O)(=O)c3cn(C)cn3)ccc2O[C@@H]1CN(C)C(=O)Nc1ccc(C(F)(F)F)cc1
  NSD2 block: 0
C[C@H]1CN([C@@H](C)CO)C(=O)c2cc(NC(=O)c3ccncc3)ccc2O[C@H]1CN(C)S(=O)(=O)c1ccccc1
  NSD2 block: -5
C[C@@H]1CN([C@H](C)CO)C(=O)Cc2cc(NC(=O)CCCCCC(=O)Nc3ccccc3N)ccc2O[C@@H]1CN(C)C(=O)Nc1ccc2c(c1)OCO2
  NSD2 block: 1
C[C@H]1CN([C@@H](C)CO)C(=O)Cc2cc(NC(=O)Cc3cn(C)c4ccccc34)ccc2O[C@@H]1CN(C)Cc1ccncc1
  NSD2 block: -3
Cc1noc(C)c1S(=O)(=O)Nc1ccc2c(c1)C(=O)N([C@H](C)CO)C[C@@H](C)[C@@H](CN(C)C(=O)Nc1ccc(C(F)(F)F)cc1)O2
  NSD2 block: -1

C[C@@H]1CN([C@H](C)CO)C(=O)c2cccc(NC(=O)c3nc4ccccc4s3)c2O[C@H]1CN(C)C(=O)Nc1cccc2ccccc12
  NSD2 block: -1
C[C@H](CO)N1C[C@H](C)[C@H](CN(C)S(C)(=O)=O)OCCCC[C@H](C)Oc2ccc(NC(=O)NC3CCCCC3)cc2C1=O
  NSD2 block: -1
C[C@@H]1CN([C@H](C)CO)C(=O)CCCn2nncc2CO[C@@H]1CN(C)S(=O)(=O)c1ccc(-n2cccn2)cc1
  NSD2 block: 4
C[C@@H]1CCCCO[C@@H](CN(C)S(=O)(=O)c2ccc(Cl)cc2)[C@H](C)CN([C@@H](C)CO)C(=O)c2cc(NC(=O)C3CCCCC3)ccc2O1
  NSD2 block: -2
C[C@@H]1CN([C@H](C)CO)C(=O)c2cc(NC(=O)NC3CCCCC3)ccc2O[C@H]1CN(C)S(=O)(=O)c1cn(C)cn1
  NSD2 block: 0
C[C@H]1CN([C@@H](C)CO)C(=O)c2cc(NS(=O)(=O)c3ccc(F)cc3)ccc2O[C@@H]1CN(C)Cc1ccc(Cl)c(Cl)c1
  NSD2 block: -5
C[C@H]1CN([C@@H](C)CO)C(=O)Cc2cc(N(C)C)ccc2O[C@H]1CN(C)Cc1ccncc1
  NSD2 block: 4
C[C@@H]1CN([C@H](C)CO)C(=O)c2cccc(NS(=O)(=O)c3cccs3)c2O[C@@H]1CN(C)C(=O)Nc1ccc2c(c1)OCO2
  NSD2 block: -4
CC(=O)N(C)C[C@@H]1Oc2cc(-c3cccc(F)c3)ccc2S(=O)(=O)N([C@@H](C)CO)C[C@H]1C
  NSD2 block: 14
C[C@H]1CN([C@@H](C)CO)C(=O)c2cc(NC(=O)Nc3ccc(C(F)(F)F)cc3)ccc2O[C@@H]1CN(C)Cc1ccccc1
  NSD2 block: -2

C[C@@H]1CN([C@@H](C)CO)S(=O)(=O)c2ccc(-c3cccc(C#N)c3)cc2O[C@@H]1CN(C)C(=O)c1cccnc1
  NSD2 block: -14
NN(CCO)C(=S)NCc1ccc(Cl)cc1
  NSD2 block: 1
C[C@@H]1CCCCO[C@@H](CN(C)C(=O)Nc2ccc(F)cc2)[C@@H](C)CN([C@H](C)CO)C(=O)c2cc(NC(=O)CCCCCC(=O)Nc3ccccc3N)ccc2O1
  NSD2 block: 0
COc1ccc(NC(=O)Nc2ccc3c(c2)C(=O)N([C@@H](C)CO)C[C@H](C)[C@@H](CN(C)C(=O)Nc2cccc4ccccc24)OCCCC[C@@H](C)O3)cc1
  NSD2 block: 4
CC(C)NC(=O)Nc1ccc2c(c1)C(=O)N([C@@H](C)CO)C[C@@H](C)[C@H](CN(C)C(=O)CCC(F)(F)F)OCCCC[C@@H](C)O2
  NSD2 block: 12
C[C@@H]1CN([C@@H](C)CO)C(=O)Cc2cc(NC(=O)Cc3cn(C)c4ccccc34)ccc2O[C@H]1CN(C)Cc1ccc(Oc2ccccc2)cc1
  NSD2 block: 13
C[C@H](CO)N1C[C@H](C)[C@H](CN(C)Cc2ccncc2)Oc2ccc(NC(=O)C3CCCCC3)cc2CC1=O
  NSD2 block: 0
C[C@@H]1CN([C@H](C)CO)S(=O)(=O)c2ccc(C3=CCCC3)cc2O[C@@H]1CN(C)C(=O)CN(C)C
  NSD2 block: -6
CC(C)CC#Cc1cnc2c(c1)C(=O)N([C@H](C)CO)C[C@H](C)[C@H](CN(C)Cc1cccc(F)c1)O2
  NSD2 block: 0
CC(C)NC(=O)N(C)C[C@@H]1Oc2ccc(NC(=O)Nc3cccc4ccccc34)cc2CC(=O)N([C@H](C)CO)C[C@H]1C
  NSD2 block: 1

A draw from above in order of SMILES length, highest first.
COc1ccc(NC(=O)Nc2ccc3c(c2)C(=O)N([C@@H](C)CO)C[C@H](C)[C@@H](CN(C)C(=O)Nc2cccc4ccccc24)OCCCC[C@@H](C)O3)cc1
  NSD2 block: 4
CC(C)NC(=O)Nc1ccc2c(c1)C(=O)N([C@@H](C)CO)C[C@@H](C)[C@H](CN(C)C(=O)CCC(F)(F)F)OCCCC[C@@H](C)O2
  NSD2 block: 12
C[C@@H]1CN([C@H](C)CO)S(=O)(=O)c2ccc(C3=CCCC3)cc2O[C@@H]1CN(C)C(=O)CN(C)C
  NSD2 block: -6
NN(CCO)C(=S)NCc1ccc(Cl)cc1
  NSD2 block: 1

Remaining list, next part
COCC#Cc1ccc2c(c1)O[C@H](CN(C)Cc1ccccn1)[C@@H](C)CN([C@@H](C)CO)S2(=O)=O
  NSD2 block: 0
O=C1O[C@H](c2ccccc2)[C@H](c2ccccc2)N2[C@H]1[C@@H](C(=O)NC[C@H](O)c1ccccc1)[C@]1(C(=O)Nc3ccccc31)[C@H]2c1ccccc1OCCO
  NSD2 block: -2
C[C@@H]1CN([C@@H](C)CO)C(=O)Cc2cc(NC(=O)Nc3cccc4ccccc34)ccc2O[C@H]1CN(C)C(=O)Nc1ccc(F)cc1
  NSD2 block: 2
O=C(N[C@H]1CC[C@H](CC(=O)N2CCc3ccccc3C2)O[C@@H]1CO)C1CCC1
  NSD2 block: 3
CC(C)NC(=O)Nc1ccc2c(c1)CC(=O)N([C@H](C)CO)C[C@H](C)[C@H](CN(C)Cc1ccc(Oc3ccccc3)cc1)O2
  NSD2 block: -2
COCC(=O)N(C)C[C@@H]1Oc2ncc(C3=CCCC3)cc2C(=O)N([C@H](C)CO)C[C@H]1C
  NSD2 block: -19
C[C@H]1CN([C@@H](C)CO)C(=O)c2cccc(NC(=O)c3cnccn3)c2O[C@@H]1CN(C)C(=O)NC1CCCCC1
  NSD2 block: 0
C[C@H](CO)N1C[C@H](C)[C@@H](CN(C)C(=O)C2CCCCC2)Oc2cc(-c3ccc(F)cc3)ccc2S1(=O)=O
  NSD2 block: 6
COc1ccc(S(=O)(=O)Nc2ccc3c(c2)CC(=O)N([C@@H](C)CO)C[C@@H](C)[C@@H](CN(C)C(=O)Nc2ccc(F)cc2)O3)cc1
  NSD2 block: 2
CO[C@@H](CN(C)Cc1ccc(-c2ccccn2)cc1)[C@@H](C)CN(C(=O)Nc1ccc(F)cc1)[C@H](C)CO
  NSD2 block: 1

COc1ccc(S(=O)(=O)N(C)C[C@H]2Oc3ccc(NS(=O)(=O)c4ccc(C)cc4)cc3C(=O)N([C@@H](C)CO)C[C@@H]2C)cc1
  NSD2 block: -5
C[C@@H]1CCCCO[C@H](CN(C)Cc2ccc3c(c2)OCO3)[C@H](C)CN([C@H](C)CO)C(=O)c2cc(NC(=O)c3ccncc3)ccc2O1
  NSD2 block: -4
COC(=O)C(CC#Cc1ccc2c(c1)[C@]1(C(=O)N2)[C@H](c2ccccc2OCCO)N2[C@H](c3ccccc3)[C@H](c3ccccc3)OC(=O)[C@H]2[C@@H]1C(=O)NC[C@H](O)c1ccccc1)C(=O)OC
  NSD2 block: -1
C[C@H]1CN([C@@H](C)CO)S(=O)(=O)c2ccc(C#CC3(O)CCCC3)cc2O[C@H]1CN(C)C
  NSD2 block: -3
COc1ccc(NC(=O)N(C)C[C@H]2Oc3c(NC(=O)C4CCOCC4)cccc3C(=O)N([C@@H](C)CO)C[C@@H]2C)cc1
  NSD2 block: -3
C[C@H](CO)N1C[C@H](C)[C@@H](CN(C)C(=O)Nc2ccc(C(F)(F)F)cc2)Oc2c(NC(=O)NC3CCCCC3)cccc2C1=O
  NSD2 block: -4
C[C@H](CO)N1C[C@H](C)[C@H](CN(C)C(=O)Nc2ccc(F)cc2)Oc2c(NC(=O)Nc3ccccc3)cccc2C1=O
  NSD2 block: -4
C[C@@H]1CCCCO[C@@H](CN(C)C(=O)Nc2cccc3ccccc23)[C@H](C)CN([C@H](C)CO)C(=O)c2cc(NS(=O)(=O)c3cn(C)cn3)ccc2O1
  NSD2 block: 2
Cc1cc(C(=O)Nc2cccc3c2O[C@H](CN(C)Cc2ccc4c(c2)OCO4)[C@@H](C)CN([C@H](C)CO)C3=O)n(C)n1
  NSD2 block: 3
CN1CCN(C(c2ccccc2)c2ccc(Cl)cc2)CC1 (stereo unspecified)
  NSD2 block: 3

C[C@H](CO)N1C[C@H](C)[C@@H](CN(C)Cc2ccc(C(F)(F)F)cc2)Oc2c(NC(=O)Nc3ccc(F)cc3)cccc2C1=O
  NSD2 block: -3
C=CCOC(=O)C1=C[C@@H](c2csc3ccccc23)C[C@@H](OCCCCO)O1
  NSD2 block: -5
Cc1ccccc1-c1cnc2c(c1)C(=O)N([C@@H](C)CO)C[C@@H](C)[C@@H](CN(C)C(=O)CC1CC1)O2
  NSD2 block: 0
C[C@H]1CN([C@@H](C)CO)C(=O)Cc2cc(NC(=O)Nc3ccc(C(F)(F)F)cc3)ccc2O[C@@H]1CN(C)S(=O)(=O)c1cccs1
  NSD2 block: -6
COc1ccc(S(=O)(=O)Nc2ccc3c(c2)CC(=O)N([C@@H](C)CO)C[C@@H](C)[C@H](CN(C)S(=O)(=O)c2ccc(F)cc2)O3)cc1
  NSD2 block: -2
COc1ccc(S(=O)(=O)N(C)C[C@H]2OCCCC[C@H](C)Oc3ccc(NC(=O)Nc4c(C)noc4C)cc3C(=O)N([C@@H](C)CO)C[C@H]2C)cc1
  NSD2 block: 3
C[C@H]1CN([C@@H](C)CO)C(=O)c2cc(NC(=O)Nc3ccc(C(F)(F)F)cc3)ccc2O[C@@H]1CN(C)Cc1ccc(Oc2ccccc2)cc1
  NSD2 block: 0
C[C@@H]1CCCCO[C@@H](CN(C)C(=O)CCC(F)(F)F)[C@H](C)CN([C@H](C)CO)C(=O)c2cc(NS(C)(=O)=O)ccc2O1
  NSD2 block: -1
C[C@H]1CCCCO[C@@H](CN(C)C(=O)Nc2ccccc2)[C@@H](C)CN([C@@H](C)CO)C(=O)c2cc(NC(=O)Nc3cccc4ccccc34)ccc2O1
  NSD2 block: -6
COc1ccc(NC(=O)Nc2ccc3c(c2)CC(=O)N([C@H](C)CO)C[C@@H](C)[C@@H](CN(C)S(=O)(=O)c2ccc(Cl)cc2)O3)cc1
  NSD2 block: -8

C[C@@H]1CN([C@@H](C)CO)S(=O)(=O)c2ccc(C#Cc3ccccn3)cc2O[C@H]1CN(C)Cc1ccccc1
  NSD2 block: 25
COC(=O)CCCCCCC(=O)N/N=C/c1ccc(N2CCCC2)cc1
  NSD2 block: 3
Cc1ccc(S(=O)(=O)N(C)C[C@@H]2OCCCC[C@H](C)Oc3ccc(NC(=O)Nc4ccc5c(c4)OCO5)cc3C(=O)N([C@H](C)CO)C[C@@H]2C)cc1
  NSD2 block: -4
CC1(C)CC[C@]2(C(=O)O[C@@H]3O[C@H](CO)[C@@H](O)[C@H](O)[C@H]3O)CC[C@]3(C)C(=CCC4[C@@]5(C)C[C@H](O)[C@H](O[C@@H]6O[C@H](C(=O)O)[C@@H](O)[C@H](O)[C@H]6O)[C@@](C)(CO)C5CC[C@]43C)C2C1 (stereo partly specified)
  NSD2 block: -1
C[C@H](CO)N1C[C@H](C)[C@H](CN(C)CC2CC2)Oc2c(NC(=O)C3CCOCC3)cccc2C1=O
  NSD2 block: 0
Cc1noc(C)c1NC(=O)Nc1ccc2c(c1)CC(=O)N([C@H](C)CO)C[C@H](C)[C@@H](CN(C)S(=O)(=O)c1ccccc1)O2
  NSD2 block: 1
COc1ccc(CN(C)C[C@H]2OCCCC[C@H](C)Oc3ccc(NC(=O)Nc4cccc5ccccc45)cc3C(=O)N([C@H](C)CO)C[C@@H]2C)cc1
  NSD2 block: 13
C[C@H](CO)N1C[C@H](C)[C@@H](CN(C)S(=O)(=O)c2ccccc2)Oc2ccc(NS(=O)(=O)c3ccc(Cl)cc3)cc2C1=O
  NSD2 block: -2
O=C(NC=Nc1cccnc1)c1cccc(COCC(F)(F)F)c1
  NSD2 block: -1
C[C@@H]1CN([C@H](C)CO)C(=O)c2cc(C#CC3CCCCC3)cnc2O[C@H]1CN(C)C(=O)NC1CCCC1
  NSD2 block: 2

C[C@@H]1CN([C@H](C)CO)C(=O)CCCn2cc(nn2)CO[C@@H]1CN(C)C(=O)NC1CCCCC1
  NSD2 block: -1
COc1cc(S(C)=O)ccc1-c1nc2ccncc2[nH]1 (stereo unspecified)
  NSD2 block: 0
C[C@@H]1CN([C@@H](C)CO)C(=O)Cc2cc(NC(=O)Nc3ccc(C(F)(F)F)cc3)ccc2O[C@H]1CN(C)Cc1ccc(C(F)(F)F)cc1
  NSD2 block: -3
CC(=O)N(C)C[C@H]1Oc2cc(-c3cccc(F)c3)ccc2S(=O)(=O)N([C@H](C)CO)C[C@@H]1C
  NSD2 block: -4
C[C@@H]1CN([C@@H](C)CO)C(=O)c2cccc(NC(=O)c3ccc(-c4nccs4)cc3)c2O[C@H]1CN(C)S(=O)(=O)c1ccc(F)cc1
  NSD2 block: 0
